A3A deaminase = human APOBEC3A DNA deaminase inhibition; P31941; recombinant A3A, FAM/TAMRA ssDNA deamination fluorescence; inhibition, % at 20 µM; 330,000 tested, 0.41% active;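 active = at least 40% inhibition at 20 µM here, with at most 30% in a related deaminase screen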;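 also: plate controls were A3A with DMSO for no effect and wells lacking A3A enzyme for full effect; some results filed as inactive read as strong as hits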
mIAP inh = mouse IAP inhibition; purified mouse IAP, CDP-Star luminescence, 30 min; 330,000 tested, 0.2% active; inhibition, % at 10 µM; AID 2806;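 active = inhibition of at least 40% at 10 µM in the primary screen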;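 also: plate controls were DMSO with enzyme for no effect and no enzyme wells for full effect; values of inactives mirror those of a sister screen read the other way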
A3G deaminase = APOBEC3G (human) deaminase inhibition; Q9HC16; recombinant A3G, ssDNA deamination FAM/TAMRA fluorescence; inhibition, % at 20 µM; 330,000 tested, 0.28% active; AID 493012;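 active = inhibition of at least 40% at 20 µM, with no more than 30% in the related APOBEC3A deaminase screen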;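 also: plate controls were DMSO wells with A3G for no effect and wells lacking A3G enzyme for full effect; some compounds called inactive have numbers as strong as hits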
Target sequence (Q9HC16 whole entry, looked up): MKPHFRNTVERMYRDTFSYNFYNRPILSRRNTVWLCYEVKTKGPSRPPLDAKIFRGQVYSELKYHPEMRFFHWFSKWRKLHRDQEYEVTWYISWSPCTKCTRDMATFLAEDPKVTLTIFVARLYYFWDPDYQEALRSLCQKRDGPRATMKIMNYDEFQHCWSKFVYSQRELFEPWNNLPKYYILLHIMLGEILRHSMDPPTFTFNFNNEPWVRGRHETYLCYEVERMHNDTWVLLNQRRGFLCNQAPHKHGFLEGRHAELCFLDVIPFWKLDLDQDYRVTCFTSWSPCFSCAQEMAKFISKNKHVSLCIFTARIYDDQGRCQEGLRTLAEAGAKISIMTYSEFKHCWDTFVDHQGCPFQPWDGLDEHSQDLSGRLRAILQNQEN
mIAP activ = mouse IAP activation | muIAP, CDP-Star luminescence, 30 min; hits give high values; 1 = vehicle-only enzyme signal, 0 = enzyme-free wells | activation factor at 10 µM | 330,000 tested, 0.24% active | AID 2805;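 active = activation factor of at least 2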; also: the source names both 10 and 20 µM as test concentration; values of inactives mirror those of a sister screen read the other way
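also added = chemiluminescent substrate CDP-Star | test system = mouse IAP enzyme | signal = chemiluminescence readout | compound = DMSO-dissolved test compounds | incubation = 30 min at room temperature | benchmarks = DMSO wells, no-enzyme wells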
hIAP inh = blocks human intestinal alkaline phosphatase | P09923 | purified IAP, CDP-Star luminescence, 30 min | inhibition, % at 10 µM | 330,000 tested, 0.12% active | AID 2544;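 active = inhibition reaching a set limit with compound at 10 µM in the primary screen, cut at about 35% in these data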;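 also: plate controls were DMSO wells with enzyme for no effect and no-enzyme buffer wells for full effect; values of inactives mirror those of a sister screen read the other way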
Target sequence (P09923 whole entry, looked up): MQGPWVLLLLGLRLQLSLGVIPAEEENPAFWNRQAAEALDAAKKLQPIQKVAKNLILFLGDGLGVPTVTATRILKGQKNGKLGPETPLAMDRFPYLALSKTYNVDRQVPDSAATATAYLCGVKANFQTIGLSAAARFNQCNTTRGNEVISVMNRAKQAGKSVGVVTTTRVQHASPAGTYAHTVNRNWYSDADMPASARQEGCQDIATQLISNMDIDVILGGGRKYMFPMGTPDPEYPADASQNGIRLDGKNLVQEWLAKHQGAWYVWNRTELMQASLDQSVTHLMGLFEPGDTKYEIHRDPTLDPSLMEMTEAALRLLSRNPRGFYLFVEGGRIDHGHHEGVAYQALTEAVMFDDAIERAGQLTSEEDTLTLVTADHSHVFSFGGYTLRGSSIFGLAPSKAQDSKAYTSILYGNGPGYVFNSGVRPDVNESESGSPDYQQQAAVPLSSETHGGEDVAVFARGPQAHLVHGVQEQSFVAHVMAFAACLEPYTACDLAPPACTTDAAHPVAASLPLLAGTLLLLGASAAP
TIM10 inh = inhibits growth of TIM10 yeast strain; 330,000 tested, 1.4% active; inhibition, % at 10 µM; S. cerevisiae TIM10 strain growth, BacTiter-Glo luminescence, 24 h; AID 463195;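 active = inhibition of 40% or more at the single tested concentration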;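 also: wild-type TIM10 isogenic control strain grown at permissive 25 °C; 0% = DMSO yeast wells and 100% = minimal medium wells without yeast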
beta cell repl = inducers of beta-cell replication in MIN6 cells; 330,000 tested, 0.29% active; MIN6 cells proliferation, ATPlite luminescence, 48 h; cells starved in 0.2% serum; 100% = growth in 10% serum; AID 2380; proliferation, % at 10 µM;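 active = compounds whose signal lies at least 3.5 SD above the mean of all wells on their plate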;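 also: 0% = DMSO-treated cells in low-serum medium and 100% = 10% serum control; some compounds called inactive have numbers as strong as hits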
NALP3 yeast inh = NALP3 inhibition in yeast. Yeast reconstituted NLRP3/ASC/caspase-1, beta-gal luminescence, 24 h. 330,000 tested, 0.39% active. inhibition, % at 10 µM;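 active = inhibition of 50% or more; inactive = inhibition below 50%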;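 also: plate controls were induced DMSO wells for no effect and uninduced yeast grown without galactose for full effect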
tim10-1 inh = growth inhibitors of tim10-1 mutant yeast; S. cerevisiae tim10-1 ts strain growth, BacTiter-Glo, 24 h; AID 463190; inhibition, % at 20 µM; 330,000 tested, 2.2% active;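 active = inhibition of at least 40%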;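 also: mutant grown at 25 °C; 0% = DMSO wells with yeast and 100% = wells holding no yeast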
Numbers without * were called inactive; / = not tested or not shown.

smiles,A3A deaminase,mIAP inh,A3G deaminase,mIAP activ,hIAP inh,TIM10 inh,beta cell repl,NALP3 yeast inh,tim10-1 inh
COc1ccc(NC(=O)CO/N=C(\C)c2cccs2)cc1,0,12,-9,0.88,-21,2,-2,23,19
C#CCOc1ccc(/C=C2/C(=O)ON=C2C)cc1Br,-4,6,-9,0.94,8,-19,-2,2,21
CCC(/C=N/NC(=O)C(N)=O)CC,-1,4,-4,0.96,15,2,3,13,14
Cc1ccc2cc(C(c3nnnn3C(C)(C)C)N3CCCCCC3)c(=O)[nH]c2c1 (stereo not given),-2,-4,2,1,4,-9,0,8,9
CC(C)OCCCNC(=O)CCc1nc(-c2ccccc2)no1,-2,2,-6,0.97,11,13,-1,-7,9
O=c1[nH]c(N/N=C/c2ccc(O)cc2)nc2ccccc12,-4,6,-11,0.94,-2,16,-6,8,20
Cc1cccc(C)c1NC(=O)CN(C)C(=O)CCC(=O)c1ccccc1,-6,3,-9,0.97,-2,2,3,0,9
Cc1cc(C)n(-c2cccc(Cl)c2)c(=O)c1C#N,-4,-4,-8,1,0,-26,-1,3,4
COc1ccc(N(C(=O)c2ccn[nH]2)C(C(=O)NC2CCCC2)c2ccc(F)cc2)cc1 (stereo not given),-3,-51,-9,1.5,-148,10,0,-8,4
CN(C(=O)CCCN1CCCC1=O)C1CCCN(Cc2ccccc2F)C1 (stereo not given),2,-5,-6,1.1,2,5,3,3,-3
CC(C)CCN1CCN(Cc2ccon2)CC1CCO (stereo not given),-1,9,-5,0.91,1,6,-2,0,3
C=CCNC(=O)c1ccc2c(c1)N(CC)C(=O)c1ccccc1S2,0,-8,-2,1.1,-4,14,0,3,3
O=C(NCc1ccccc1)c1ccc(Br)o1,6,-10,-1,1.1,5,4,-1,5,-7
O=C(COC(=O)COc1ccccc1F)Nc1cccc(S(=O)(=O)N2CCCCC2)c1,-6,4,-8,0.96,-22,7,1,-4,17
CC(=O)c1c(N=CN(C)C)nc(C)nc1-c1ccccc1,1,2,-4,0.98,7,-4,-3,9,-11
COc1ccc(OCCCC(=O)Nc2ccc(OC)c(S(=O)(=O)N3CCOCC3)c2)cc1,17,12,1,0.88,6,7,-1,21,-2
Cc1ccc2nc(NC(=S)NC(=O)c3ccc(OC(C)C)cc3)sc2c1,-8,5,-2,0.95,-29,-25,-1,-2,-17
O=C(CCn1ccnc1)Nc1cc(Cl)ccc1O,-4,-5,-3,1.1,-5,12,-1,-16,11
COc1ccc(S(=O)(=O)N(CC(=O)N/N=C/c2cccs2)c2cc(C)cc(C)c2)cc1OC,-1,17,-1,0.83,16,16,-4,1,24
COc1ccc(/C=N/NC(=S)Nc2ccccc2)cc1COc1ccc(Br)cc1,12,9,-3,0.91,-16,8,-6,26,17
COc1cc(COc2ccc3c(C)c(Cc4ccccc4)c(=O)oc3c2C)cc(OC)c1OC,0,5,0,0.95,9,34,-3,4,18
Cc1ccc2cc3cc(C(=O)N4CCCCCC4)oc3nc2c1,-3,-3,-4,1,17,40,-2,27,29
CN1C(=O)/C(=C/C=C2/CCCN2C)N(C)C1=S,-2,9,-6,0.91,27,5,0,5,6
CCOc1ccccc1NC(=O)Cn1c(=O)sc2ccccc21,-4,-5,3,1,-10,6,-3,6,12
O=C(Nc1cccc([N+](=O)[O-])c1)C1C2/C=C\CCCCC21 (stereo not given),-3,8,-7,0.92,-5,-6,-4,22,7
CCCCNC(=O)O[C@@H]1C[C@H]2CCC(=O)N3CC[C@@H](C1)[C@@H]23,-6,-11,-11,1.1,-11,-8,4,7,-10
Cc1ccc(-n2c(C)nn(-c3ncc(C(F)(F)F)cc3Cl)c2=O)cc1,4,5,2,0.95,-1,-9,0,14,5
CCN(CC)S(=O)(=O)c1ccc(Cc2ncc(C(F)(F)F)cc2Cl)s1,1,1,0,0.99,-9,34,-2,-3,27
CCc1nccn1S(=O)(=O)c1cc(C)c(OC)cc1C,1,10,-3,0.9,3,2,-3,-3,-2
CN1C(=O)Cc2cc(S(=O)(=O)N3CCN(c4cccc(Cl)c4)CC3)ccc21,-1,1,2,0.99,6,-3,-1,0,-3
CCCOc1ccc(C(=O)OCC(=O)c2c(N)n(C)c(=O)n(C)c2=O)cc1OCC,-1,-7,-8,1.1,-5,1,3,14,-9
COc1ccc(Cl)cc1NC(=O)CSc1nnc(Cc2ccc(C)cc2)c(=O)[nH]1,-1,11,-6,0.89,-20,3,-1,3,9
Cc1ccc(C)c(N2CCN(C(=O)c3cc(S(=O)(=O)N4CCOCC4)ccc3F)CC2)c1,1,2,-3,0.98,-17,5,1,15,3
Nc1nc2n(n1)C(c1ccc(F)cc1)CC(c1ccc(F)cc1)N2 (stereo not given),0,8,-3,0.92,2,-14,-3,-3,21
Cc1nc2cc(NC(=O)N3CCCCC3)ccc2n1C,-20,5,-4,0.95,6,-30,-3,7,-31
Cc1cc(C)c(NC(=O)NC(=O)c2ccc(F)cc2)c(C)n1,-1,-1,2,1,9,-2,-3,5,8
O=C(Oc1ccccc1N1C(=O)CCC1=O)c1ccco1,4,2,0,0.97,-4,-5,-1,12,11
O=C(O)CCCNc1cc(N2CCC3(CC2)OCCO3)c2noc3c2c1C(=O)c1ccccc1-3,84,3,97,0.97,-8,9,-2,14,39
O=C(c1sccc1Br)N1CCN(Cc2ccc3c(c2)OCO3)CC1,-2,0,-7,1,-6,6,0,-3,4
CN(C)C(=O)CCc1ccc2c3c([nH]c2c1)[C@]1(CCC2CCCC2)[C@@H](C(=O)N2CCOCC2)C[C@H](CC(=O)NCCN2CCOCC2)C(=O)N1CC3,5,-3,1,1.1,/,1,/,/,9
CCCc1cc(=O)[nH]c(SCC(=O)Nc2oc(C)c3c(C)n[nH]c(=O)c23)n1,-2,-1,-12,1,-30,1,-2,12,-14
COc1cc(/C=N/NC(=O)c2c(C)nnn2-c2nonc2N)ccc1O,-1,12,-6,0.88,13,16,0,-36,9
COc1ccc(NC(=O)Nc2cccc3c2O[C@H](CN(C)C(=O)Nc2ccc4c(c2)OCO4)[C@@H](C)CN([C@H](C)CO)C3=O)cc1,1,-4,-3,1,0,-7,-3,9,-9
COc1ccc(-c2c(C)nn(-c3ccccc3)c2NC(C)=O)cc1OC,-5,0,-8,1,-21,-4,0,17,9
O=C(O)c1ccc2c(c1)C(=O)N(c1ncccn1)C2=O,2,4,-7,0.96,-1,21,0,5,1
Cc1ccc(C(=O)N/N=C2\CCc3ccccc32)c(C)c1,-2,4,4,0.96,-4,-9,0,9,-6
Cc1sc2nc3n(c(=O)c2c1C)NC(=O)CC3,0,3,-1,0.97,-27,-5,-3,16,3
CC(C(=O)Nc1cccc(S(=O)(=O)N2CCOCC2)c1)N1CCN(c2ccc(F)cc2)CC1 (stereo not given),3,-1,-1,1,-7,8,0,5,8
COc1ccc(-n2nc(C(=O)Nc3ccc4c(c3)OCO4)c3ccccc3c2=O)c(OC)c1,-1,-1,-2,1,-28,-9,0,17,-10
CCOc1cccc2sc(N(CCN(CC)CC)C(=O)c3cccc([N+](=O)[O-])c3)nc12,-1,-5,-4,1.1,7,9,5,-4,12
O=C(COc1ccc(C(=S)N2CCC(Cc3ccccc3)CC2)cc1)N1CCOCC1,-2,0,3,1,14,8,-2,10,2
C/C(=N\O)C(=O)C(CN1CCCCC1)CN1CCCCC1,0,-2,9,1,-14,8,-4,19,17
NC(=Nc1ccccc1)Nc1ccccc1,-3,-4,-7,1,9,11,3,2,1
Cc1ccc(-c2nnn(CC(=O)N3CCCCC3)n2)c(-n2cnnn2)c1,0,4,-4,0.96,-18,-2,-4,17,-10
COc1cccc(CNCC(O)COc2ccc(C(=O)c3ccccc3)cc2)c1 (stereo not given),-5,1,-7,0.99,13,8,-4,20,18
CN(C)c1nc2ccccc2n(C)c1=O,1,4,-6,0.96,9,-6,-2,-1,-4
COCCN(C(=O)COC(=O)CCc1ccc(OC)cc1)c1c(N)n(Cc2ccccc2)c(=O)[nH]c1=O,6,4,-8,0.96,-15,0,7,7,3
Cc1ccc(C)c(NC(=O)c2cc(-c3cc(C)cc(C)c3O)n[nH]2)c1,0,-9,-8,1.1,-49,5,-4,0,10
O=C(c1cnn2cccnc12)N1CCN(Cc2ccc3c(c2)OCO3)CC1,-2,-6,-6,1.1,-16,-10,-1,-5,-15
NC(=O)CC(NC(=O)Cc1cccc2ccccc12)c1ccc(NC2CCN(Cc3ccccc3)CC2)c([N+](=O)[O-])c1 (stereo not given),1,2,-5,0.98,7,-6,-9,17,-4

The results go on:
smiles,A3A deaminase,mIAP inh,A3G deaminase,mIAP activ,hIAP inh,TIM10 inh,beta cell repl,NALP3 yeast inh,tim10-1 inh
Cc1noc(C)c1COC(=O)c1cc(F)c(F)cc1Cl,1,1,3,0.99,-3,-1,1,-10,6
Cc1ccc(CC(SCc2ccccc2)C(=O)O)cc1C (stereo not given),-3,-5,-1,1.1,-2,12,0,4,3
COc1ccc(-c2nsc(SCC(=O)NCc3ccc4c(c3)OCO4)n2)cc1,-7,-8,-11,1.1,1,-16,0,16,1
CSc1ccc(CN(C)Cc2nc3ccccc3c(=O)[nH]2)cc1,-3,-2,-2,1,-14,-5,0,14,2
C=CCn1c(SCc2nc3sc(C(=O)O)c(C)c3c(=O)[nH]2)nnc1-c1ccc(F)cc1,2,-6,-1,1.1,11,10,0,5,10
CC(C(=O)c1ccc(Br)cc1)[n+]1cccc(NC(=O)c2ccccc2)c1 (stereo not given),-1,-6,-10,1.1,-1,-13,-3,8,10
Cc1ccccc1COc1ccc(-c2nnn(CC(=O)O)n2)cc1,40*,5,-1,0.95,-21,3,-2,14,8
CCN(CC)CCCn1c2c(c(SCC(=O)N3CCc4ccccc43)nc1=O)CCC2,-1,7,-10,0.93,8,8,-1,6,2
c1ccc(CNc2cnccn2)cc1,0,0,-3,1,23,-7,3,-6,6
CC1CCC(NC(=O)c2cc(S(=O)(=O)N(C)C)ccc2N2CCCC2)CC1 (stereo not given),-1,4,-11,0.96,-5,-16,0,11,-27
COc1ccc([N+](=O)[O-])cc1NC(=O)c1cncc(Br)c1,1,6,-1,0.94,-8,16,-2,8,21
Cc1cccc(CCN(Cc2cc3cccc(C)c3[nH]c2=O)C(=O)N2CCOCC2)c1,5,5,-1,0.95,9,16,-4,-4,23
Cn1c(=O)c2c(ncn2CC(N)=O)n(C)c1=O,-4,-2,-5,1,13,8,-3,-12,-2
Cc1ccccc1CN(C)C1CCN(C)CC1,-5,-9,-3,1.1,6,-12,0,24,-18
Cc1ccc(NC(=S)NNC(=O)CSc2nnc(-c3ccc(Cl)cc3)n2C2CCCCC2)cc1,-1,22,-9,0.78,-5,25,0,16,42*
CC(=O)Nc1ccc(S(=O)(=O)NCCC(=O)NCCOc2ccccc2)cc1,-1,-2,-8,1,-5,-2,1,1,-5
CC(=O)Nc1cc(C)nn1-c1nc2ccccc2s1,3,10,-2,0.9,1,2,2,11,35
COc1ccc(NC(=O)COC(=O)CC2CC3CCC2C3)c([N+](=O)[O-])c1 (stereo not given),2,10,-2,0.9,-7,28,0,17,11
